CSM14.1 death rescue: protection against thapsigargin-triggered cell killing – 384-well, CSM14.1, ATP luminescence, primary screen (AID 1222). CSM14.1 thapsigargin-induced death rescue, ATP luminescence; higher % means a stronger effect. cellular ATP content (survival), % at 20 µM, or EC50 in µM where a hit was titrated. 190,000 tested, under 10 active;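 active means EC50 below 50 µM in the dose-response confirmation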;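 further: death triggered by thapsigargin at about 15 µM added after 2 h compound pretreatment; cell ATP read after overnight thapsigargin exposure of roughly 18 to 22 hours; normalized against plate controls of thapsigargin alone and 5% DMSO vehicle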
West Nile virus CPE: inhibition of WNV-induced cytopathic effect – cell-based, CPE readout (AID 1621); West Nile virus-infected cells, CPE inhibition; higher % means a stronger effect; CPE inhibition, % at 10 µM, or IC50 in µM where a hit was titrated; actives 0.02% (n = 290,000); in the data active means a potency from the dose series; inconclusive means CPE inhibition mostly from about 3.7% at the one dose, without a potency; inactive means the rest, 99 in 100 with CPE inhibition below about 2.2%; further: strong numbers were not always called active
XIAP antagonists: XIAP antagonists, biochemical, IAP family, fluorescence polarization (AID 1018). actives 0.007% (n = 200,000). XIAP BIR domain, fluorescence polarization peptide displacement; higher % means a stronger effect. one-dose displacement, % at 20 µM; IC50 in µM for titrated hits; in the data active means displacement above about 50%; further: a part of the inactive calls stands beside numbers as strong as those of hits
Yfh1-off respiration: mitochondrial function rescue without frataxin homolog – Friedreich's ataxia, plus single-dose screen, dose response (AID 1465); one-dose fold induction at 50 µM; EC50 in µM for titrated hits; actives 0.074% (n = 220,000); S. cerevisiae Yfh1-off respiration, WST-1 reduction, 72 h; higher fold induction means a stronger effect;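 active means fold induction of absorbance versus untreated yeast above a set limit, then at least 30% activation at any dose in follow-up; inconclusive means repeats straddling the limit, or above it without dose testing; inactive means fold induction below the set limit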;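 further: activators that raise dye reduction in frataxin-depleted yeast; strong numbers were not always called active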
M1AAP inhibition: malaria alanyl aminopeptidase activity blockers – biochemical, fluorogenic H-Leu-NHMec substrate, 1536-well (AID 1445); actives 0.42% (n = 220,000); one-dose inhibition, % at 30 µM; IC50 in µM for titrated hits; recombinant M1AAP, H-Leu-NHMec fluorogenic kinetic assay; higher % means a stronger effect;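 active means primary inhibition above the hit cutoff, then over 50% inhibition at one or more dose response concentrations, cut at about 23% in these data, passing the limit was not always enough; inconclusive means conflicting primary data, or primary hits not chosen for dose response; inactive means low primary inhibition, or under 50% at every dose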;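 further: plate controls were DMSO full reaction for no effect and no enzyme background for full effect; strong numbers were not always called active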
human PMI inhibitors: human PMI inhibitors, high substrate, primary screen, biochemical, fluorescence intensity, high mannose 6-phosphate (AID 1220) | inhibition, % at 20 µM, or IC50 in µM where a hit was titrated | actives 0.66% (n = 190,000) | recombinant PMI enzyme, coupled fluorescence intensity; higher % means a stronger effect; in the data active means inhibition above about 50%
SIAH1 antagonists: Siah-1 peptide-binding antagonists, primary screen, biochemical, fluorescence polarization, rhodamine-plectin, uHTS (AID 1817) | actives 0.02% (n = 290,000) | one-dose displacement, % at 20 µM; IC50 in µM for titrated hits | Siah-1 / rhodamine-plectin peptide fluorescence polarization; higher % means a stronger effect;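 active means displacement of at least 50% at 20 µM, with a fluorescence ratio check between 0.3 and a set limit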;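 further: plate controls were Siah plus tracer with DMSO for no effect and tracer alone without Siah for full effect; strong numbers were not always called active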
M17LAP inhibition: P. falciparum M17LAP inhibitors, primary screen, biochemical, fluorogenic H-Leu-NHMec substrate, 1536-well (AID 1619). recombinant M17LAP, H-Leu-NHMec fluorogenic kinetic assay; higher % means a stronger effect. one-dose inhibition, % at 30 µM; IC50 in µM for titrated hits. actives 0.38% (n = 220,000);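 active means compound inhibiting the enzyme by more than half at any dose during confirmatory dose-response retesting; inconclusive means strong single-dose inhibitors picked by rank but not retested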;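 further: plate controls were full reaction with DMSO carrier for no effect and no enzyme background for full effect; strong numbers were not always called active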
Salmonella PhoP GFP: PhoP-dependent GFP reporter repression – Salmonella Typhimurium, primary screen (AID 1863); actives 0.16% (n = 300,000); inhibition, % at 50 µM; hits with a dose series show IC50 in µM; S. Typhimurium PhoP-regulated promoter GFP reporter, 4 h; higher % means a stronger effect;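 active means inhibition over 29.93%, a cutoff 3 SD above the screen mean, later confirmed by dose response; inconclusive means inhibition over 29.93% but no dose response follow-up; inactive means inhibition at most 29.93% or unconfirmed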;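 further: 0% = low Mg2+ inducing control and 100% = high Mg2+ repressing control; strong numbers were not always called active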
An asterisk follows results filed as active; i = inactive; ? = inconclusive; nt = not tested or not shown.

SMILES	CSM14.1 death rescue	West Nile virus CPE	XIAP antagonists	Yfh1-off respiration	M1AAP inhibition	human PMI inhibitors	SIAH1 antagonists	M17LAP inhibition	Salmonella PhoP GFP
CC1CCN(c2nncc3ccccc23)CC1	-1.6%	-0.2%	-1.3%	i	-1%	4%	-1%	11%	14%
COc1ccc(C(=O)COC(=O)CNC(=O)c2cccc(OC(F)F)c2)cc1	-1.4%	0.1%	-5.8%	i	3%	-7%	4%	-3%	2%
COc1ccccc1NS(=O)(=O)c1cc(NC(=O)c2cc3ccccc3oc2=O)ccc1C	-2.6%	-0.7%	-6.5%	i	-2%	-5%	-2%	3%	-8%
CCOC(=O)c1c(NC(=O)CC2SC(N)=NC2=O)sc2c1CCC(C)C2 (stereo unspecified)	-0.9%	-1.3%	-5.5%	i	-4%	2%	1%	4%	-2%
Nc1cccc2c1C(=O)N(C(=O)c1cccc(S(=O)(=O)N3CCCCCC3)c1)C2=O	0.2%	1.3%	-3.9%	i	1%	6%	1%	-12%	-6%
CCCN1C2CCCC1CC(NC(=S)Nc1ccc(OC)cc1)C2 (stereo unspecified)	-2.3%	-0.6%	-9.6%	i	-1%	12%	2%	-5%	-3%
CN1CC=C2C(C#N)=C(N)C(C#N)(C#N)[C@H](c3ccoc3)[C@H]2C1	-0.4%	0.1%	-2.9%	i	2%	15%	5%	-68%	-17%
Cc1nc2ccccc2c2c1C(=O)N(C1CCCCCCC1)C2=O	-1.2%	0.9%	-8.6%	i	2%	3%	0%	-3%	8%
Cc1cccc(-c2nnc(SCCC(=O)N3CCOCC3)o2)c1	-2.6%	-0.9%	-11%	i	4%	-17%	-6%	-11%	-4%
Cc1ccccc1NC(=O)C1C2CCCC1C2c1ccccc1 (stereo unspecified)	-1.1%	0.5%	18%	i	18%	-8%	-4%	11%	4%
COc1cc(C(=O)NCCC(=O)NCc2ccc3c(c2)OCO3)cc(OC)c1OC	-0.5%	-0.2%	-0.6%	i	-1%	-2%	4%	-5%	9%
O=C1CC(Sc2nnc(-c3ccccc3O)o2)C(=O)N1c1ccccc1 (stereo unspecified)	-0.5%	nt	-4.8%	nt	8%	-5%	1%	-20%	-8%
CC(Oc1ccccc1)C(=O)NNS(=O)(=O)c1ccc([N+](=O)[O-])cc1 (stereo unspecified)	0.1%	-0.1%	-1.2%	i	-8%	-9%	0%	0%	4%
O=C(NN1CCN(Cc2ccccc2Cl)CC1)c1ccc(Cl)cc1	-4.0%	-0.1%	-5.7%	i	-2%	-10%	4%	-8%	-30%
COc1ccc(Cn2c(=O)[nH]c3cc(C(=O)Nc4ccc(N5CCN(C)CC5)cc4)ccc32)cc1	-2.2%	0.1%	-2.9%	i	2%	11%	-11%	-3%	-4%
CCOC(=O)N1CCC(NC(=O)CCC(=O)N2CCOc3ccc(Cl)cc32)CC1	-4.1%	0.2%	-11%	i	3%	5%	-3%	4%	2%
COc1c(C(CC(C)C)OC(C)=O)ccc2c1C(=O)OCc1cc(C)cc(O)c1O2 (stereo unspecified)	nt	0.2%	nt	i	1%	nt	2%	-4%	-3%
COc1ccc(CCNC(=O)CCC(=O)N2CCN(S(=O)(=O)c3ccccc3)CC2)cc1OC	6.6%	0.1%	-4.4%	i	5%	14%	-2%	-8%	-15%
Cc1ccc(S(=O)(=O)N2CCC(=O)N(C(COCc3cccc(C)c3)C(C)C)CC2)cc1 (stereo unspecified)	-0.5%	-0.2%	-4.5%	i	10%	14%	2%	-6%	1%
COC(=O)c1[nH]c(C)c(/C(O)=C2\C(=O)C(=O)N(CCN(C)C)C2c2ccc(OC)cc2)c1C (stereo unspecified)	-0.1%	nt	-3.2%	nt	nt	9%	0%	nt	nt
CC(C)CC(=O)NC(=S)Nc1cc(C(=O)O)ccc1Cl	17%	-0.2%	-3.6%	i	3%	2%	-2%	-3%	5%
COc1ccccc1NC(=O)N1CCCC1C(=O)NCc1ccc(F)cc1 (stereo unspecified)	2.1%	-0.2%	-5.1%	i	2%	6%	3%	2%	-3%
Cc1ccc(N(CC(=O)NCc2ccco2)C(=O)CCC(=O)Nc2nccs2)cc1	nt	-0.2%	nt	i	2%	nt	2%	4%	-7%
CCCCNC(=O)C1=C(N)C(C(=O)Nc2ccc(C)c(S(=O)(=O)N3CCCCC3)c2)SC1=Nc1ccc(C)cc1C (stereo unspecified)	-1.5%	nt	-4.6%	nt	6%	-16%	14%	5%	-3%
COC(=O)c1sc2ccccc2c1NC(=O)c1ccc(S(=O)(=O)N2CCC(C)CC2)cc1	3.9%	0.3%	22%	i	4%	4%	13%	-5%	-3%
Cc1cc(C(=O)NCc2ccccc2Br)no1	-3.5%	-0.2%	0.2%	i	3%	-1%	-2%	2%	12%
O=C(Nc1cccnc1Cl)c1ccc(S(=O)(=O)N2CCCCCC2)cc1	0.1%	nt	-14%	nt	3%	12%	-2%	7%	-5%
CC(=O)c1sc2nsc(SCCN3CCCC3)c2c1N	nt	-0.1%	nt	i	2%	nt	-10%	10%	-5%
O=C(COC(=O)C1CC2C=CC1C2)Nc1cccc(S(=O)(=O)N2CCCCCC2)c1 (stereo unspecified)	1.6%	0.0%	-3.3%	i	9%	8%	2%	3%	-2%
COc1c(C)cc(C(=O)C2CCCN(C(=O)CCc3scnc3C)C2)cc1C (stereo unspecified)	4.5%	-0.8%	-12%	i	-1%	-19%	-3%	-4%	-3%
CN1C(=O)NC(c2ccccc2)C2=C1CN(c1cccc(C(F)(F)F)c1)C2=O (stereo unspecified)	-1.1%	0.1%	-9.3%	i	7%	-10%	-1%	8%	-5%
Cc1ccc(S(=O)(=O)Nc2ccc3ccccc3n2)cc1	nt	-0.6%	nt	i	?	nt	-2%	6%	-6%
CCOC(=O)c1c(NC(=S)NC(=O)c2ccco2)sc2c1CCCC2	0.0%	-0.2%	-4.0%	i	-4%	-4%	1%	4%	-7%
Cc1ncsc1CCOC(=O)c1ccc(Cl)cc1	-0.2%	0.4%	-0.6%	i	1%	10%	-7%	0%	1%
Cc1c(C)c2ccc(OCC(=O)N(C)C)c(C)c2oc1=O	-2.0%	0.3%	-2.8%	i	2%	2%	2%	8%	0%
Cc1ccc(OP(=O)(Nc2c(C)n(C)n(-c3ccccc3)c2=O)Oc2ccc(C)cc2)cc1	2.1%	-1.6%	-3.1%	i	4%	11%	3%	5%	-3%
CCOC(=O)Cn1c(=O)oc2cc(S(=O)(=O)NC(C)(C)CC)ccc21	nt	0.4%	nt	i	0%	nt	-8%	-5%	2%
COCC(C)n1c(SCc2nc3ccccc3c(=O)[nH]2)nc2ccccc2c1=O (stereo unspecified)	nt	-0.8%	-5.8%	i	2%	-2%	7%	8%	4%
CC(C)c1ccc(/C=N/n2nnnc2Nc2ccccc2)cc1	-0.7%	0.1%	-13%	i	5%	8%	3%	0%	-6%
Cc1ccc2c(c1)nnn2C1CCN(CC(=O)NCCc2ccccc2)CC1	3.8%	-0.5%	-3.3%	i	5%	-5%	1%	3%	-4%
COc1ccccc1-c1ccc(=O)n(CC(=O)NCC2CCCO2)n1 (stereo unspecified)	0.7%	0.3%	-2.5%	i	-7%	-4%	11%	-2%	2%
CCOC(=O)C1=C(CC)Nc2ccccc2N=C1NC(=O)CCN1C(=O)C2CCCCC2C1=O (stereo unspecified)	1.3%	0.0%	-3.9%	i	-8%	-6%	1%	9%	0%
CC(C)C(NC(=O)C1CCCCC1)C(=O)NCCc1ccccc1 (stereo unspecified)	-0.6%	0.0%	-5.1%	i	-1%	4%	12%	8%	-2%
COc1cccc(OC)c1C(=O)NN1CCCCC1	-1.0%	1.1%	-5.1%	i	0%	12%	6%	3%	-5%
CCCC(=O)N1CCCC(c2nc(-c3cccs3)no2)C1 (stereo unspecified)	0.9%	-0.4%	-6.8%	i	-3%	-4%	0%	1%	-8%
O=C(COC(=O)C1=Cc2ccccc2OC1)NC1CCCC1	-0.6%	-0.5%	-0.5%	i	7%	19%	1%	3%	-4%
Cc1cc(N2CCN(C)CC2)nc2ccc(NC(=S)N3CCN(c4ccc(F)cc4)CC3)cc12	-1.1%	1.1%	-2.1%	i	6%	29%	13%	-1%	-4%
CC(=O)Nc1ccc(C2=NN(C)C(=NCc3ccccc3)SC2)cc1	6.0%	-1.9%	-1.5%	i	8%	-19%	-11%	-2%	-4%
CCN(CC)CCNC(=O)c1ccc(Cl)c(S(=O)(=O)Nc2ccc(Cl)cc2)c1	-1.1%	0.5%	-1.9%	i	3%	-10%	-1%	8%	-7%
O=C(O)CCCC(=O)Nc1c(F)c(F)c(F)c(F)c1F	0.2%	-0.1%	-4.3%	i	-5%	9%	0%	-15%	1%
CC[C@H](C)C1NC(=O)[C@H](CC(=O)O)NC(=O)c2cc([N+](=O)[O-])cc(I)c2NCCC(C(N)=O)NC1=O (stereo partly specified)	-3.5%	0.6%	-9.0%	i	6%	2%	6%	28%	9%
CSCCC1NC(=O)N(CC(=O)Nc2ccc(-c3ccccc3)cc2)C1=O (stereo unspecified)	nt	-0.3%	nt	i	-6%	nt	7%	-8%	-9%

Shown bar-delimited: four of the compounds above.
SMILES | CSM14.1 death rescue | West Nile virus CPE | XIAP antagonists | Yfh1-off respiration | M1AAP inhibition | human PMI inhibitors | SIAH1 antagonists | M17LAP inhibition | Salmonella PhoP GFP
CC(=O)Nc1ccc(C2=NN(C)C(=NCc3ccccc3)SC2)cc1 | 6.0% | -1.9% | -1.5% | i | 8% | -19% | -11% | -2% | -4%
CCN(CC)CCNC(=O)c1ccc(Cl)c(S(=O)(=O)Nc2ccc(Cl)cc2)c1 | -1.1% | 0.5% | -1.9% | i | 3% | -10% | -1% | 8% | -7%
O=C(O)CCCC(=O)Nc1c(F)c(F)c(F)c(F)c1F | 0.2% | -0.1% | -4.3% | i | -5% | 9% | 0% | -15% | 1%
CC[C@H](C)C1NC(=O)[C@H](CC(=O)O)NC(=O)c2cc([N+](=O)[O-])cc(I)c2NCCC(C(N)=O)NC1=O (stereo partly specified) | -3.5% | 0.6% | -9.0% | i | 6% | 2% | 6% | 28% | 9%

Sorted by the number under SIAH1 antagonists (largest number first): three of the compounds above
structure,West Nile virus CPE,XIAP antagonists,M1AAP inhibition,human PMI inhibitors,SIAH1 antagonists,M17LAP inhibition,Salmonella PhoP GFP
Cc1ccc(OP(=O)(Nc2c(C)n(C)n(-c3ccccc3)c2=O)Oc2ccc(C)cc2)cc1,-1.6%,-3.1%,4%,11%,3%,5%,-3%
Cc1cccc(-c2nnc(SCCC(=O)N3CCOCC3)o2)c1,-0.9%,-11%,4%,-17%,-6%,-11%,-4%
COc1ccc(Cn2c(=O)[nH]c3cc(C(=O)Nc4ccc(N5CCN(C)CC5)cc4)ccc32)cc1,0.1%,-2.9%,2%,11%,-11%,-3%,-4%

Bioassay records deposited in PubChem BioAssay by several laboratories.
